Growth percent in the NCI-60 one-dose screen (48 h, 10 µM unless noted): 100 = growth as untreated, 0 = no growth, -100 = all killed.
HCT-15 = HCT-15 colon cancer | 82,000 compounds, 5.2% hits | AID 1794746
HCT-116 = HCT-116 colon cancer; 82,000 compounds, 7.3% hits; AID 1794798
HT29 = HT29 colon cancer | 81,000 compounds, 7.4% hits
COLO 205 = COLO 205 colon cancer; AID 1794742; 79,000 compounds, 7.3% hits
SW-620 = SW-620 colon cancer; 82,000 compounds, 5.2% hits
OVCAR-4 = OVCAR-4 ovarian cancer cells. 80,000 compounds, 3.7% hits. AID 1794784
IGROV1 = IGROV1 ovarian cancer | AID 1794786 | 79,000 compounds, 4.7% hits
SK-OV-3 = SK-OV-3 ovarian cancer cells; 80,000 compounds, 3.2% hits
KM12 = KM12 colon cancer cells; 82,000 compounds, 5% hits; AID 1794800
Starred values were filed as active, the others as inactive; / = no result given. Rule for the calls: active = growth percent below 10; inactive = the rest. Not all compounds are listed. The share of hits here may be higher or lower than overall.

mol	HCT-116	OVCAR-4	SK-OV-3	COLO 205	SW-620	HCT-15	HT29	KM12	IGROV1
C[C@H]1[C@H](OC(=O)CCC(=O)N(CCCc2cn(-c3ccc(CN4CCOCC4)cc3)nn2)CCNc2ccnc3cc(Cl)ccc23)O[C@@H]2OC3(C)CC[C@H]4[C@H](C)CC[C@@H]1[C@@]24OO3	-8.1*	45.9	74.2	-30.1*	25.5	8.6*	-12.5*	24.7	38.0
CC(O)c1cccc(Cl)c1 (configuration not stated)	95.5	94.7	99.7	106.4	103.2	103.6	117.7	112.1	101.4
O=[N+]([O-])c1ccc2c(c1)Cc1cc(O)ccc1-2	86.0	94.9	106.8	102.1	96.6	80.4	107.4	49.5	97.7
CC(=O)Nc1ccc([As](=O)(O)c2ccc([N+](=O)[O-])cc2)cc1	69.8	105.9	113.5	120.9	110.6	107.0	111.2	102.3	104.5
O=C(O)c1cc(Cc2ccc(O)c(C(=O)O)c2)ccc1O (tested in a mixture with another compound)	45.1	66.9	95.4	42.4	64.6	49.4	25.0	65.9	-81.4*
COc1cc(OC)c(S(=O)(=O)N(CCCl)CCCl)cc1C(=O)/C=C/c1cc(OC)c(OC)c(OC)c1	-87.7*	23.2	9.6*	-89.8*	7.4*	-25.1*	-58.7*	-61.2*	0.3*
O=C(CCl)Cc1ccccc1	102.7	105.1	101.0	107.5	108.7	100.4	110.7	112.0	110.0
COc1cc(C(=O)O)cc(OC)c1OC	101.7	110.4	105.7	117.6	108.5	107.5	95.0	110.2	112.7
Cc1cc(Cl)ccc1OCC(=O)O	105.1	103.1	106.0	110.0	103.4	97.4	108.1	106.3	122.7
CC1(C)N=C(N)N=C(N)N1c1ccc(CC(=O)Nc2cccc(S(=O)(=O)F)c2)cc1	101.9	102.8	110.0	111.3	98.6	90.3	106.9	105.1	86.9
O=C(O)c1ccc(CCl)cc1	110.5	108.6	104.4	106.5	107.8	103.2	99.5	98.2	113.7
CS(=O)(=O)CCN1CC2CCCC(C2)C1	94.7	102.1	100.3	99.0	110.8	99.5	96.7	110.6	115.2
C/C(=N/N=C(N)N)c1ccc(O)cc1	100.5	114.6	103.2	117.7	107.3	104.5	101.0	78.9	103.3
COC(=O)[C@@H](C)C[C@H](Cc1ccccc1)NC(=O)c1csc(CC[C@H](C(C)C)N(C)C(=O)[C@@H](NC(=O)[C@H]2CCCCN2C)C(C)C)n1	3.7*	53.2	37.7	-38.9*	30.6	10.9	3.3*	16.2	32.4
CC1CCN(C(Cc2ccccc2Cl)c2ccccc2)CC1 (configuration not stated)	68.4	64.0	89.3	82.4	99.3	91.8	49.6	87.4	90.0
COc1ccc(/C=C/C(=O)c2nc3ccccc3n2Cc2ccc(Br)cc2)cc1	32.0	66.1	91.7	91.4	/	38.8	64.9	61.5	65.8
ClCCN(CCCl)c1ccc(OCc2ccccc2)cc1	55.9	78.7	65.2	75.9	60.9	73.1	76.7	90.5	76.7
OC1(c2ccc(Cl)cc2Cl)c2ccccc2C2=NCCN21 (configuration not stated)	78.8	105.0	89.5	90.6	92.7	100.6	92.2	101.2	78.9
CC(C)N1CCOC(c2ccc(O)c(O)c2)C1 (configuration not stated)	100.9	104.8	109.0	106.2	101.4	108.6	97.6	102.1	112.0
O=C(C(=O)N1CCCC1)c1cn(CCCCCn2cc(C(=O)C(=O)N3CCCC3)c3ccccc32)c2ccccc12	94.1	73.0	103.2	110.3	91.9	97.5	/	86.3	98.8
CC1=C(O)[C@@](C)(CCCCC[C@H](C)CCCCc2ccc(O)cc2)OOC1=O	88.6	100.5	106.4	106.7	108.9	98.3	104.6	90.1	-11.1*
C[C@]12CCC(=O)C[C@H]1CC[C@@H]1[C@@H]2C(=O)C[C@@]2(C)[C@H]1CC[C@]2(C)O	102.8	115.9	105.8	101.2	110.3	100.9	/	104.8	118.1
CC1C2CCC(C2)C1OC(=O)c1ccccc1C(=O)O (configuration not stated) (tested in a mixture with another compound)	102.7	113.9	98.0	101.6	104.5	102.0	96.1	98.6	110.6
COc1cc(C(=O)N2CC[C@@H](O)[C@@H](N)C2)cc2nc(-c3cc4ccccc4n3CC3CC3)n(C)c12	83.8	85.2	96.4	111.6	96.5	94.9	98.3	100.1	83.6
COC(=O)C(Cl)CCl (configuration not stated)	108.7	103.5	110.9	110.6	103.1	110.6	115.3	103.4	110.6
OCc1cnc[nH]1	101.7	115.7	120.8	125.6	113.2	106.7	104.2	111.8	123.8
CCOC(=O)C1(CC)CCOC1=O (configuration not stated)	104.0	91.7	108.2	127.9	107.8	102.3	102.7	106.7	111.2
NC(N)=N/N=C/C=N/N=C(N)N	106.5	96.5	98.5	99.8	112.3	129.7	109.4	110.7	/
Fc1ccc(N2COOC3(CCCCCC3)OOC2)cc1	100.4	113.7	102.6	114.8	106.1	96.8	99.1	103.7	99.7
Nc1nc(N)[nH]c(=O)n1	105.3	98.4	90.6	116.0	97.8	101.4	100.9	106.7	124.7

Given with two lines to a compound: 6 of the compounds above
Under each structure: HCT-116	OVCAR-4	SK-OV-3	COLO 205	SW-620	HCT-15	HT29	KM12	IGROV1
COc1cc(OC)c(S(=O)(=O)N(CCCl)CCCl)cc1C(=O)/C=C/c1cc(OC)c(OC)c(OC)c1
→ -87.7*	23.2	9.6*	-89.8*	7.4*	-25.1*	-58.7*	-61.2*	0.3*
O=C(CCl)Cc1ccccc1
→ 102.7	105.1	101.0	107.5	108.7	100.4	110.7	112.0	110.0
COc1cc(C(=O)O)cc(OC)c1OC
→ 101.7	110.4	105.7	117.6	108.5	107.5	95.0	110.2	112.7
Cc1cc(Cl)ccc1OCC(=O)O
→ 105.1	103.1	106.0	110.0	103.4	97.4	108.1	106.3	122.7
CC1(C)N=C(N)N=C(N)N1c1ccc(CC(=O)Nc2cccc(S(=O)(=O)F)c2)cc1
→ 101.9	102.8	110.0	111.3	98.6	90.3	106.9	105.1	86.9
O=C(O)c1ccc(CCl)cc1
→ 110.5	108.6	104.4	106.5	107.8	103.2	99.5	98.2	113.7

(further entries)
mol	HCT-116	OVCAR-4	SK-OV-3	COLO 205	SW-620	HCT-15	HT29	KM12	IGROV1
CCCCCCCC/C=C\CCCCCCCC(=O)OOC(=O)CCCCCCC/C=C/CCCCCCCC	99.2	97.0	104.4	124.1	102.4	101.3	108.1	108.8	111.3
CS(=O)(=O)c1ccc(C(=O)C2C(=O)CCCC2=O)c(Cl)c1COCC(F)(F)F	104.0	109.4	107.7	111.7	114.0	102.3	112.8	114.9	116.8
Nc1c(Cl)c(Cl)nc(C(=O)O)c1Cl	97.3	95.4	99.9	116.5	99.1	95.0	110.2	101.1	29.9
c1ccc(Nc2ccc(Nc3ccccc3)cc2)cc1	67.8	54.4	89.9	90.3	69.0	72.9	56.4	65.2	82.3
COc1cc(C=C2C(=O)NC(=O)NC2=O)cc(OC)c1O	111.0	111.8	121.7	112.1	103.9	101.4	105.7	116.9	104.0
C[C@@H]1CC[C@@]2(NC1)O[C@H]1C[C@H]3[C@@H]4CC=C5C[C@@H](O)CC[C@]5(C)[C@H]4CC[C@]3(C)[C@H]1[C@@H]2C	84.2	102.6	100.4	95.1	97.3	87.1	76.5	94.2	98.4
C=C(C)[C@@]12OC3(/C=C/C=C/CCCCC)O[C@@H]1[C@@H]1[C@@H]4O[C@]4(CO)[C@@H](O)[C@]4(O)C(=O)C(C)=C[C@H]4[C@@]1(O3)[C@H](C)[C@H]2OC(=O)c1ccccc1	49.7	72.2	102.3	4.2*	58.9	67.1	14.1	9.5*	52.3
CC[C@]12C=CCN3CC[C@@]4(c5ccc(OC)cc5N(C)[C@H]4[C@@](O)(C(=O)OC)[C@@H]1OC(=O)CCCN1CCN(CCCC(=O)O[C@@H]4[C@]5(CC)C=CCN6CC[C@@]7(c8ccc(OC)cc8N(C)[C@H]7[C@@]4(O)C(=O)OC)[C@@H]65)CC1)[C@@H]32	-84.0*	-47.4*	-88.7*	-79.0*	-81.9*	-74.3*	-81.3*	-73.9*	-76.6*
COC1C(OC(=O)/C=C/C=C/C=C/C=C/C(=O)O)CCC2(CO2)C1C1(C)OC1CC=C(C)C (configuration not stated)	66.2	119.4	107.8	81.9	74.6	60.3	83.0	71.7	42.5
Cc1ccc(NC(=O)Oc2ccccc2)cc1S(=O)(=O)F	102.9	106.4	93.0	101.5	107.5	108.0	102.0	95.4	107.4
CN1C2c3ccccc3C3C4c5ccccc5C(C31)C(C2[N+](=O)[O-])N4C (configuration not stated)	106.9	102.7	112.5	142.5	101.1	109.3	104.8	110.1	108.9
NC(Cc1ccccc1)c1ccc2c(c1)CCC2 (configuration not stated)	67.1	105.1	87.9	85.3	91.9	96.3	63.1	96.8	81.6
ClCCN(CCCl)c1ccc(/C=C\c2ccnc3ccccc23)cc1	52.2	82.3	101.0	88.8	77.2	75.0	/	83.1	81.6
OC(c1c(Cl)cccc1Cl)C1CCCCN1 (configuration not stated)	102.4	98.8	112.9	108.5	98.7	101.1	109.4	105.6	117.9
CNC(=O)Oc1ccccc1I	107.0	115.4	102.9	109.4	114.2	104.2	107.3	111.3	121.0
COC(=O)C[C@](O)(CCC(C)C)C(=O)O[C@@H]1C(OC)=C[C@]23CCCN2CCc2cc4c(cc2[C@H]13)OCO4	-27.5*	-42.4*	-25.6*	-84.7*	-7.3*	-32.9*	-62.1*	-20.8*	-29.3*
C[C@]12CCc3sc(Nc4ccc(F)cc4)nc3C1=CC[C@@H]1[C@@H]2CC[C@]2(C)C(=O)CC[C@@H]12	17.7	76.8	90.0	86.0	35.4	32.2	35.5	72.2	75.2
CCCN(CCC)C(=O)CCl	94.0	89.4	110.5	105.7	92.3	97.4	107.5	99.9	114.1
c1ccc(CNC2CCCCCCC2)cc1 (tested in a mixture with another compound)	101.8	100.4	103.9	100.6	99.0	101.6	98.9	99.9	115.5
CN1CCN(c2ccc([N+](=O)[O-])c3no[n+]([O-])c23)CC1	-66.5*	-91.8*	-97.9*	-83.3*	-70.9*	-56.3*	-51.8*	-82.8*	-71.5*
C1CN(P(N2CCOCC2)N2CCOCC2)CCO1	94.9	106.4	105.1	103.1	90.6	100.3	125.0	106.3	96.2
COc1cc(/C=N/Nc2nncn2N)ccc1N(CCCl)CCCl	101.7	110.5	98.6	105.3	94.1	100.1	101.5	102.2	100.1
C[C@@H]1CN(C(=O)C(O)(c2ccccc2)c2ccccc2)[C@@H](C)CN1c1ccccn1	89.7	102.8	104.0	116.3	107.4	106.0	111.0	109.7	111.3
COC(=O)[C@@]1(C)c2ccccc2C(=O)N2CCc3cc(OC)c(OC)cc3[C@H]21	102.5	102.7	122.3	123.3	99.7	97.0	110.1	94.6	109.8
CCC(C)C(=O)OC1C(O)C2C(CN3CC(C)CCC3C2(C)O)C2CC34OC5(O)C(OC(=O)C(C)(O)C(C)O)CCC3(C)C5C(OC(C)=O)C(OC(C)=O)C4C21O (configuration not stated) (tested in a mixture with another compound)	101.0	93.5	101.0	99.4	101.2	101.8	108.7	99.8	129.9
CC(C)CCC[C@@H](C)[C@H]1CC[C@H]2[C@@H]3CC=C4C[C@@H](OC(=O)Cc5ccc(N(CCCl)CCCl)cc5)CC[C@]4(C)[C@H]3CC[C@]12C	103.4	114.1	114.0	117.1	108.8	107.7	106.7	109.2	/
CCC12COC(OC1)OC2	101.4	102.4	103.0	109.2	101.0	105.1	102.3	102.5	107.2
CCCCCCCCCc1ccc(OP(Oc2ccccc2)Oc2ccc(CCCCCCCCC)cc2)cc1	110.0	111.9	108.5	123.6	112.8	106.9	109.3	105.2	108.9
CCCCC(CC)COC(=O)CCOCCN1CC1 (configuration not stated)	108.5	98.2	118.5	122.0	113.7	104.6	105.5	106.0	114.0
COC(=O)C1CC2c3ccccc3C1c1ccccc12 (configuration not stated)	105.5	106.2	99.1	99.8	106.5	91.2	106.3	113.2	96.6
CC(C)NCC(=O)c1ccc(O)c(O)c1	103.7	93.2	/	111.9	109.7	98.5	103.3	105.6	/
COc1ccc(/C=C\c2cc(OC)c(OC)c(OC)c2)cc1NC(=O)/C=C/c1cc(OC)c(OC)c(OC)c1	44.6	66.1	3.8*	42.1	47.6	46.5	34.2	28.6	62.4
C/C=C1\CN2CCC1CC2C(O)c1ccnc2ccc(O)cc12 (configuration not stated)	108.9	107.6	103.7	112.7	104.4	105.8	102.1	103.8	106.1
CC(C)CC(NC(=O)CF)C(=O)O (configuration not stated)	101.9	105.4	96.2	105.3	99.9	105.3	88.0	103.9	85.5
C=CCC(N)Cc1ccccc1 (configuration not stated)	112.0	112.2	109.3	112.2	104.8	102.5	100.6	109.5	/
CC(C)CCCC(C)C1CCC2C3CC=C4CC(OC(=O)c5cc([N+](=O)[O-])c(N6CC6)c([N+](=O)[O-])c5)CCC4(C)C3CCC12C (configuration not stated)	105.4	107.4	106.2	98.3	101.0	99.4	108.0	113.8	100.6
NC(N)=Nc1ccccc1 (tested in a mixture with another compound)	105.3	103.8	117.4	110.9	108.5	103.3	113.1	102.8	120.2
NC(=O)[C@H](Cc1ccccc1)NC(=O)c1nn(CCCCCF)c2ccccc12	99.4	104.3	92.7	113.4	106.2	97.5	102.4	108.4	99.8
Cn1c(=O)oc(=O)c2ccccc21	103.4	/	100.9	100.6	110.4	105.9	110.3	112.4	112.1
O=C1CC(c2cc(=O)oc3ccc(Cl)cc23)c2c(c3ccccc3oc2=O)O1 (configuration not stated)	101.8	111.3	84.5	101.2	107.9	103.4	77.1	101.5	96.1
